SRC1 inh = human NCOA1 inhibition | inhibition, % at 3.6 µM | AID 588354 | 0.12% of 360,000 active | HEK293 GAL4-SRC1 luciferase reporter, luminescence | Q15788;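 active means inhibition above the campaign mean plus 3 SD, with each screening campaign given its own cutoff, cut at about 60% in these data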;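 further: 0% = DMSO treated cells and 100% = gossypol at 36 µM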
EBV LMP1 NFkB = reduces LMP1-driven NF-kappaB luciferase signal | LMP1-induced NF-kappaB luciferase reporter cells, luminescence | inhibition, % at 12.5 µM | 0.69% of 350,000 active; in the data active means inhibition above about 41%;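 further: 0% = neutral control wells and 100% = reference inhibitor control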
NR2F2 inh = inhibitors of human COUP-TFII (NR2F2); HEK293T NGFI-A luciferase reporter, luminescence; inhibition, % at 8.6 µM; AID 686940; P24468; 0.7% of 370,000 active;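 active means inhibition above a per-plate cutoff, mean inhibition of test wells between control levels plus 3 SD, cut at about 38% in these data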;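 further: cells cotransfected with COUP-TFII expression vector driving the NGFI-A reporter; 0% = median of COUP-TF2 test wells and 100% = reporter-only cells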
NCOA3 inh = inhibitors of human steroid receptor coactivator 3 (SRC3) | 0.17% of 360,000 active | Q9Y6Q9 | AID 588352 | HEK293 GAL4-SRC3 luciferase reporter, luminescence | inhibition, % at 3.6 µM;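 active means inhibition above a per-campaign cutoff, the mean of all compounds plus 3 SD, cut at about 60% in these data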;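 further: 0% = DMSO-treated cells and 100% = gossypol-treated cells at 36 µM; higher means less SRC3-driven luciferase light from the GAL4 reporter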
TRAIL sens C8 = sensitizes caspase-8 expressing cells to TRAIL. inhibition (viability loss, TRAIL sensitization), % at 10 µM. NB7+C8 cells + TRAIL, ATPlite viability luminescence. 1% of 360,000 active;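 active means compounds causing at least 50% loss of cell viability in the single-dose screen, relative to plate controls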
NOD2-RIPK2 inh = NOD2-RIPK2 protein interaction inhibition. CHO BLA complementation NOD2-RIPK2, CCF4 ratio. inhibition, % at 4.98 µM. 0.38% of 360,000 active; in the data active means inhibition above about 21%;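 further: 0% = vehicle only and 100% = reference blocker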
SRC2 inh = inhibits human steroid receptor coactivator 2 | Q15596 | HEK293 GAL4-SRC2 luciferase reporter, luminescence | inhibition, % at 9 µM | 0.17% of 370,000 active | AID 651957;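 active means inhibition above the mean inhibition of all tested compounds plus 3 SD, set per campaign, cut at about 52% in these data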;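 further: 0% = DMSO treated cells and 100% = cells given Gossypol at 36 µM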
Target sequence (Q15596 whole entry, looked up, the tested form may be a part): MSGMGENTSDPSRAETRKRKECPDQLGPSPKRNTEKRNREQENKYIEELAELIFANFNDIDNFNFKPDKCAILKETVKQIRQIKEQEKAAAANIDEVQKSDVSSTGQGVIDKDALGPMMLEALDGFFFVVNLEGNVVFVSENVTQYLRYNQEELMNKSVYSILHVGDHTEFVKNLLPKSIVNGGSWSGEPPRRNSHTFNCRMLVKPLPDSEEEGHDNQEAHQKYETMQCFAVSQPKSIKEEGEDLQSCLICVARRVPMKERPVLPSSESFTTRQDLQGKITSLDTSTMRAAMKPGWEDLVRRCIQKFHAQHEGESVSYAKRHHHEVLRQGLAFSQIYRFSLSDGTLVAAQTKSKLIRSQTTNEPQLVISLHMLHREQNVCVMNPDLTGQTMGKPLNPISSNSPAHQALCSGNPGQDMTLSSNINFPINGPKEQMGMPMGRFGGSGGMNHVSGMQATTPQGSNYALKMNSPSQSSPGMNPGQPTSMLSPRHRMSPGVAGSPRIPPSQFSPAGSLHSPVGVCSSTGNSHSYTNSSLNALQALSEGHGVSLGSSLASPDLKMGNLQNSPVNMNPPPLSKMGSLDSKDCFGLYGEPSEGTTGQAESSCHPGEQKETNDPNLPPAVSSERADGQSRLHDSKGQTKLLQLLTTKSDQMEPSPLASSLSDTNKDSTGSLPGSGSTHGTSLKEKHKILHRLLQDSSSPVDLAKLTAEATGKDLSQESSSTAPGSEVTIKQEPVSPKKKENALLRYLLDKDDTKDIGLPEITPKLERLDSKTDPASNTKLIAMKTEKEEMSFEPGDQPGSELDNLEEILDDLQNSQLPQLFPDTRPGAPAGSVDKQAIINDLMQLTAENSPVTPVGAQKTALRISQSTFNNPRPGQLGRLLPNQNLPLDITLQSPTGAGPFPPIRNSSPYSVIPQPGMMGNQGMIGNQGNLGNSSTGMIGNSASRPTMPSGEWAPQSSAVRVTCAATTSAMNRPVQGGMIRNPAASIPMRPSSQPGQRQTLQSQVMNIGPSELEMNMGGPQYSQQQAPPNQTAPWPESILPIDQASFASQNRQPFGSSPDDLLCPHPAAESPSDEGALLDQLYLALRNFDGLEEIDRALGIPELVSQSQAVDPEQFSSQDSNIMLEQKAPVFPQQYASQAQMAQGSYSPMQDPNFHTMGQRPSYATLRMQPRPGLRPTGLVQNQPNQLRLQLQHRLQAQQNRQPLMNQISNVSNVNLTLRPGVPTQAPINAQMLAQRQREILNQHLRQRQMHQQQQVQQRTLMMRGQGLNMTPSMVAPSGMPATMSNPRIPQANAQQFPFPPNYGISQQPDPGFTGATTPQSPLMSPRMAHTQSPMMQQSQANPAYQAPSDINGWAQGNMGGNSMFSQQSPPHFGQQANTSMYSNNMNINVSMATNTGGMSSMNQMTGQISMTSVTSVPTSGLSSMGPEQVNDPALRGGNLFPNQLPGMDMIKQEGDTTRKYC
TLR9-MyD88 inh = blocks human TLR9 binding to MyD88. Q9NR96+Q99836. 0.21% of 340,000 active. CHO BLA complementation TLR9-MyD88, CCF4 FRET ratio. inhibition, % at 4.98 µM;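 active means inhibition above the mean over all tested compounds plus 3 SD, cut at about 21% in these data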;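 further: 0% = DMSO only wells and 100% = clavulanate BLA inhibitor control wells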
LRH-1 inv ag = suppresses constitutive activity of human LRH-1; O00482; HEK293T StAR-luciferase reporter, LRH-1 transfected, 24 h; inhibition, % at 3.6 µM; 0.13% of 360,000 active;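 active means inhibition above the mean inhibition of all tested compounds plus 3 SD, cut at about 73% in these data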;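 further: 0% = DMSO wells and 100% = reporter-only cells lacking LRH-1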
TROY signal inh = TROY signaling inhibition; Q293 LMP1-TROYcd NF-kB luciferase reporter, 4 h; inhibition, % at 10 µM; 0.98% of 360,000 active; AID 1347056;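 active means compounds whose plate-normalised and pattern-corrected inhibition of the luciferase reporter signal at the single screening dose is 50% or more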
Vif inh = blocks HIV Vif function | inhibition, % at 7.49 µM | AID 602346 | 0.35% of 340,000 active | HEK293T cells, Vif self-association by quenched fluorescence, imaging, 24 h; in the data active means inhibition above about 50%, passing the limit was not always enough; further: some results filed as inactive read as strong as hits
Starred values were filed as active, the others as inactive; · = no result given. An excerpt; count on the stated rates, not on these rows.

Start of the data: the first three records, to show the layout:
SMILES	SRC1 inh	EBV LMP1 NFkB	NR2F2 inh	NCOA3 inh	TRAIL sens C8	NOD2-RIPK2 inh	SRC2 inh	TLR9-MyD88 inh	LRH-1 inv ag	TROY signal inh	Vif inh
CCc1ccccc1N(C)C(=O)CCc1nc(-c2ccc(C)cc2)no1	-19	5	3	8	-2	9	0	1	-9	13	-13
Cc1ccc(NC(=O)COC(=O)CSCC(=O)Nc2cc(C)on2)c(C)c1	-8	1	-2	8	-4	1	4	-4	31	-29	-1
COCCn1c(C(F)(F)F)ccc(NC(=O)c2ccccc2)c1=O	-89	-24	-20	-118	8	-9	-61	-1	-134	-39	9

Main list, previewed entries included:
SMILES	SRC1 inh	EBV LMP1 NFkB	NR2F2 inh	NCOA3 inh	TRAIL sens C8	NOD2-RIPK2 inh	SRC2 inh	TLR9-MyD88 inh	LRH-1 inv ag	TROY signal inh	Vif inh
CCc1ccccc1N(C)C(=O)CCc1nc(-c2ccc(C)cc2)no1	-19	5	3	8	-2	9	0	1	-9	13	-13
Cc1ccc(NC(=O)COC(=O)CSCC(=O)Nc2cc(C)on2)c(C)c1	-8	1	-2	8	-4	1	4	-4	31	-29	-1
COCCn1c(C(F)(F)F)ccc(NC(=O)c2ccccc2)c1=O	-89	-24	-20	-118	8	-9	-61	-1	-134	-39	9
CC(C)N(C(=O)CN1CCN(C(=O)C2COc3ccccc3O2)CC1)C(C)C (stereo not drawn)	7	7	-9	9	-10	-1	8	-2	16	3	-2
CCOC(=O)Cc1ccc(Nc2nc(NCc3cccs3)nc3ccsc23)cc1	6	·	27	2	25	-22	14	·	17	55*	-13
Cc1nc(SCc2ccc(C(=O)O)cc2)nc2c1CCCC2	16	0	29	14	21	-5	34	-6	4	35	-1
CC(C)c1ccc(CN(C)C(=O)c2ccc(S(=O)(=O)NCc3ccco3)cc2)cc1	-1	6	26	32	13	-8	29	-1	16	29	-11
COCCCNC(=O)Cn1cnc2c(NCc3ccccc3)ncnc21	3	1	9	-3	4	2	-38	-8	-9	-5	·
Cn1c(=O)[nH]c(=O)c2c1nc(N1CCCCCC1)n2CCOc1ccccc1	7	-10	-2	10	-3	4	18	-5	10	4	3
NS(=O)(=O)c1ccc(CCNC(=O)CCC2COc3ccccc3O2)cc1 (stereo not drawn)	-1	5	-6	17	-9	-3	-1	-3	1	15	-5
COc1cc(OC)cc(C(=O)n2cnnc2N)c1	-38	-17	5	-1	5	0	-12	1	-20	-23	-1
O=C(COC(=O)c1cccnc1Nc1cccc(C(F)(F)F)c1)NC1CCS(=O)(=O)C1 (stereo not drawn)	9	1	13	3	7	3	10	4	18	12	9
Cc1cc(C)c2c(N)c(C(=O)NN)sc2n1	6	4	11	20	2	-4	-42	-21	5	-21	3
COc1ccc2oc(C(=O)OCC(=O)N3CC(C)CC(C)C3)c(C)c2c1 (stereo not drawn)	-8	-5	4	2	19	4	1	-4	1	13	-10
COCCCNCCOCCOc1ccc(Cl)cc1C(C)(C)C	8	-7	-9	16	-1	2	19	3	0	-4	-18
Cc1ccc(C)c(/C(O)=C2\C(=O)C(=O)N(Cc3cccnc3)C2c2cccnc2)c1 (stereo not drawn)	5	2	-2	18	1	-10	-7	6	-15	-14	7
Cc1ccc2c(C)c(C(=O)Nc3ccc(S(N)(=O)=O)cc3)oc2c1C	1	-8	-3	8	8	1	-10	-3	-9	-10	-3
O=C(Nc1ccccc1C(=O)O)c1ccc(CN2C(=O)c3ccccc3C2=O)cc1	-10	-2	0	-12	-11	2	-21	-3	-18	-25	8
Cc1ccc(C)c(-c2csc(Nc3ncccn3)n2)c1	6	-11	-6	-23	-16	8	-33	-5	4	-45	-2
COc1ccc(CN2CCCC(C(=O)N3CCc4ccccc4C3)C2)cc1OC (stereo not drawn)	3	-3	-7	14	6	-7	-7	-2	17	7	-6
Cc1nn(-c2ccccc2)c(N2CCCC2)c1/C=N/NC(=S)Nc1cc(C(F)(F)F)ccc1Cl	-28	-29	-3	11	23	-6	-20	-4	-11	3	-2
O=C(/C=C/c1ccco1)NC(=S)Nc1ccc(O)c(-c2nc3ccccc3s2)c1	-11	-123	25	-4	31	7	-5	8	-7	-8	2
O=C1CC(c2ccccc2)CC(O)=C1C=NC1CCCCC1 (stereo not drawn)	-29	-6	-23	-6	9	-12	-24	1	-16	-5	-1
Cc1nnsc1S(=O)(=O)Cc1ccccc1Cl	-8	2	-4	7	6	-11	-8	4	-16	6	-3
CC(=O)Oc1ccc(/C=C2\N=C(C3CCCCC3)OC2=O)cc1	-9	-3	-4	12	-6	-1	3	3	-5	9	-6
COc1ccc2oc(C(=O)Nc3nccs3)c(C)c2c1	-76	-14	-66	-85	40	4	-85	7	-117	-46	-2
COc1cccc(C(=O)NC(=S)Nc2ccc(Cl)c(C(=O)O)c2)c1	-21	1	-1	9	11	0	4	14	2	-26	9
CC(C)(C)c1cc(NC(=O)CCSc2nnc3ccccn23)cc(C(C)(C)C)c1	-9	-1	10	13	9	2	18	-9	-24	-1	28
CSc1ccccc1NC(=O)COC(=O)c1ccc(-n2nc(C)cc2C)cc1	-16	-6	-13	22	-2	-4	9	1	-7	30	-4
CCC(C)n1c(=N)c(C#N)cc2c(=O)n3cccc(C)c3nc21 (stereo not drawn)	-1	-3	4	11	-21	-16	-14	-11	10	9	-7
CC(Sc1nc2ccccc2s1)C(=O)N(C)Cc1ccccc1 (stereo not drawn)	-21	-3	-1	-17	0	4	-2	6	0	-4	13
Cc1cnc(NC(=O)c2ccc(-c3nc4ccccc4s3)o2)s1	-32	-6	-20	-28	10	-2	4	0	-12	13	·
O=C(c1ccc(CSc2ccccc2)cc1)N1CCN(c2ccccc2)CC1	-38	0	11	7	-8	3	13	-1	-4	-4	6
CCc1[nH]c(=S)c(C#N)c(-c2ccccc2)c1C(=O)OC	3	3	9	4	-5	2	-3	2	-10	5	-14
CN(CC(=O)Nc1cccc(F)c1)CC(=O)Nc1ccccc1Oc1ccccc1	1	-9	-4	-15	0	0	-9	1	-10	9	-3
COc1cc2c(cc1OC)CN(C(=O)C1CCCN1S(=O)(=O)c1ccc(F)cc1)CC2 (stereo not drawn)	5	-6	9	1	6	3	-3	0	-5	11	0
CCC1(c2ccccc2)NC(=O)N(CC(=O)N2CC(=O)Nc3ccccc32)C1=O (stereo not drawn)	1	1	8	-11	-7	-13	-11	6	1	7	0
CCc1ccc(NC(=O)CNCc2ccc(OC)c(OC)c2)cc1	-6	4	-32	12	1	-6	-6	8	8	6	7
O=C(O)Cc1csc(NC(=O)CSc2cccc(C(=O)O)n2)n1	-13	·	7	7	-4	-4	4	·	29	-5	-6
OCC1(CCOc2ccccc2)CCN(Cc2cc(Cl)ccc2O)CC1	4	-9	13	-8	-8	2	-28	-8	-16	4	0
O=C(CCc1nc2ccccc2[nH]1)Nc1ccc(F)cc1	-2	11	-4	17	-5	-2	-1	4	-1	-2	-4
Cc1cc(C)c2[nH]c(=O)c(C(c3nnnn3C(C)(C)C)N(Cc3ccco3)CC3CCCO3)cc2c1 (stereo not drawn)	7	15	7	7	-12	4	-2	-2	19	12	-7
Cc1cc(OCCCC(=O)NCCc2ccccn2)ccc1Cl	-16	-8	5	-11	-10	-10	-12	3	4	-8	17
O=C(NC1CCCCC1)C(c1ccc(F)cc1)N(CCCN1CCOCC1)C(=O)c1ccc(CN2CCOCC2)o1 (stereo not drawn)	93*	-5	-4	-5	-4	-2	0	-7	21	-2	-1
CCCCCCNCC1OCc2ccccc2CO1	13	2	-23	13	-5	-8	9	-5	-7	-13	-4
Cn1cnnc1SCC(=O)Nc1ccccc1F	-23	-7	12	14	-18	5	-7	4	12	1	-6
CCN1CCN(C(c2cccs2)C(C)NS(=O)(=O)c2ccc(Br)cc2)CC1 (stereo not drawn)	-34	0	-22	2	-9	-3	3	-1	0	-3	·
COC(=O)c1ccc(CN2CCN(CC(C)C)C(CCO)C2)cc1 (stereo not drawn)	-19	-5	-1	6	9	8	-4	-7	22	3	-2
NC(=O)NS(=O)(=O)Oc1ccccc1	-29	-2	-2	2	6	1	-28	12	-8	-8	-4
C=CCNC(=O)c1ccc(C2SCC(=O)N2Cc2ccccc2)cc1 (stereo not drawn)	6	-1	1	16	0	2	23	3	0	-3	-2
CCN(CC(=O)Nc1c(F)cccc1F)C(=O)CNC(=O)c1ccc2c(c1)OCO2	17	-6	-17	7	3	0	-11	-1	5	-2	1
CC(=NCCc1ccccc1)C1=C(O)COC1=O	-4	-3	-4	3	7	-12	-10	0	-13	-13	-2
O=C(CN1CCN(c2ccccc2)CC1)N1CCc2[nH]c3ccccc3c2C1	-3	-14	4	-14	2	-5	4	8	7	-20	5
Cc1cc(/C=C2\SC(=S)NC2=O)cc(C)c1O	-20	-13	-28	-47	-15	4	-9	9	0	-71	·
NS(=O)(=O)c1ccc(NC(=O)COC(=O)c2cn(-c3ccccc3)nc2-c2ccc(F)cc2)cc1	15	-8	-22	14	14	-9	1	5	0	1	-6
O=C(Nn1cnc2ccccc2c1=O)c1ccc([N+](=O)[O-])cc1Cl	-3	-15	-8	-3	-4	4	-2	1	-31	3	4
CC(=O)Nc1ccc(/C(C)=N/NC(=O)c2ccc(CN3CCOCC3)cc2)cc1	-22	6	-4	11	2	6	4	4	-27	-12	0
CCOC(=O)c1c(NC(=O)COC(=O)CCNS(=O)(=O)c2ccccc2)sc(C(=O)N(C)C)c1C	-24	3	18	-18	-20	-2	-25	-7	-14	9	-5
CCOc1ccc(S(=O)(=O)Nc2ccccc2C(=O)N2CCCC2)cc1	-27	-7	-20	11	-2	-1	-10	-14	-11	-5	8
CC(=O)N1CCN(S(=O)(=O)c2cccc(C(=O)NNC(=O)Cn3nc(C)cc3C)c2)CC1	3	4	-1	17	4	-14	-20	0	-12	16	-3
More structures:
SMILES	SRC1 inh	EBV LMP1 NFkB	NR2F2 inh	NCOA3 inh	TRAIL sens C8	NOD2-RIPK2 inh	SRC2 inh	TLR9-MyD88 inh	LRH-1 inv ag	TROY signal inh	Vif inh
CC(=O)OCC(=O)C1(O)CCC2C3CC(F)C4=CC(=O)CCC4(C)C3C(=O)CC21C (stereo not drawn)	11	1	2	-13	1	-19	-21	1	6	-14	2
CCOc1ccc(/C=C2\SC(=S)N(CC(=O)Nc3ccccn3)C2=O)cc1	-6	-13	-15	-2	6	3	-29	-3	10	-8	3
O=C(CN1C(=O)C2CC=CCC2C1=O)Nc1nc(-c2ccc(F)c(F)c2)cs1 (stereo not drawn)	-8	-8	-4	-2	8	8	7	7	-8	24	-1
O=C(O)c1cscc1-c1cccc2ccccc12	-16	-1	-10	8	4	2	5	-3	19	15	-3
O=[N+]([O-])c1ccccc1Oc1ccc(C(F)(F)F)cn1	-8	-9	2	-2	1	-1	17	2	7	15	1
COc1ccc(CCC(=O)Nc2c(C)n(C)n(-c3ccccc3)c2=O)cc1	-35	1	6	-1	-3	-10	-7	6	-16	-23	-9
CCNC(=S)NS(=O)(=O)c1ccc(CC)cc1	10	-9	-1	19	6	-11	-19	-2	6	4	-1
c1ccc(CNc2ccc3c(c2)ncn3C2CCCCC2)nc1	-41	-4	-15	1	1	0	-1	0	-29	36	7
Cc1c(NC(=O)CSc2nc3ccccc3c(=O)n2C(C)C)c(=O)n(-c2ccccc2)n1C	-10	-2	-13	-18	-10	-8	4	-5	-11	0	-4
COc1ccccc1NC(=O)CN1CCN(CC(=O)Nc2ccc(OCc3ccccc3)cc2)CC1	-4	4	14	-5	15	-3	-13	-8	16	32	-16
